B2AR arrestin = qHTS assay of beta-arrestin-biased ligands of beta2-adrenergic receptor. actives 0.02% (n = 330,000). Potency, µM (highest dose often 46.1 µM), without a hit: at the highest dose activation, hits mostly activators. Beta-2 adrenergic receptor (Homo sapiens), P07550. beta-arrestin recruitment to beta2AR, cell-based reporter;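 also: potency is read from the fitted curve at half-maximal effect; 0% = DMSO controls and full agonism = EC100 isoproterenol or metaproterenol; nearly all actives have a fitted effect of over 65% in size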
Target sequence (P07550 whole entry, looked up): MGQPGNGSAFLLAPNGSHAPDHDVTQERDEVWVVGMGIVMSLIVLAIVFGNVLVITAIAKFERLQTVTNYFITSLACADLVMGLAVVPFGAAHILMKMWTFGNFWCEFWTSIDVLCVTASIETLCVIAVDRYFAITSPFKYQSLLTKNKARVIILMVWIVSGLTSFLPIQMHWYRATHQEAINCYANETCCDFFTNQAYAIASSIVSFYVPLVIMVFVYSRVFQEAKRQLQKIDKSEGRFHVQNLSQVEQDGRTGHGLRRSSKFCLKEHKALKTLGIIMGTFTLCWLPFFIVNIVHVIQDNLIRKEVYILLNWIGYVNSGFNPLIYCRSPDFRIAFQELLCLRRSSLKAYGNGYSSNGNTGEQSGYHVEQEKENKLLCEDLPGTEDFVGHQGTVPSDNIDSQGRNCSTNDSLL
TCR act = Activators of T cell receptors: qHTS campaign. primary human leukocytes, anti-CD3, IL-2 HTRF, 48 h. 330,000 tested, under 10 active. AID 504894, 2011. Potency, µM (series often up to 9.22 µM), for the others: at the highest dose activation of IL-2 secretion, most hits filed as activators; also: % of control where 0% means no effect
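48 hr co-incubation of compounds, a-CD3 beads and primary human leukocytes; IL-2 quantified homogeneously by HTRF with anti-IL-2 K and d2 conjugates.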
TRPV1 ag = HTS Assay for Compounds that Act as Agonists of the Vanilloid Receptor 1. AID 540275, 2011. Transient receptor potential cation channel subfamily V member 1 (Homo sapiens), Q8NER1. TRPV1-expressing cells, Fluo-8 calcium influx, agonist mode. activation, % at 8.33 µM. actives 0.19% (n = 320,000); in the data active = activation above about 80%; inconclusive = between about 30% and that limit; also: 0% is about no effect
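Cells expressing TRPV1 were dye-loaded with Fluo-8 and read kinetically: 10 s baseline, 3 min after compound (agonist portion), then 2 min after EC20 capsaicin (allosteric enhancer portion). Calcium-bound dye fluorescence at 480/520 nm.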
p53 reactivation = qHTS assay for re-activators of p53 using a Luc reporter; actives 0.063% (n = 320,000); Potency, µM (series often up to 92.2 µM), inactives show at the highest dose activity change, positive = activation, actives largely listed as activators; AID 504706, 2011; H1299 p53-A138V BP100-luciferase reporter, luminescence, 24 h; also: potency is read from the fitted curve at half-maximal effect; % of control where 0% means no effect; nearly all actives have a fitted effect of over 45% in size
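p53-null H1299 cells stably carrying temperature-sensitive p53-A138V and a BP100-luciferase reporter were pinned with compounds (4-point, 1:5 series) and held 24 hrs at 37 deg C. Luminescence was read 10 min after detection reagent.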
Integrin act MD = qHTS for Activators of Integrin-Mediated Alleviation for Muscular Dystrophy. AID 624291, 2012. alpha7betagal myoblasts, beta-gal FDG fluorescence, 48 h. actives 0.064% (n = 350,000). Potency, µM (series often up to 38.3 µM), for the others: top-dose activation, hits mostly activators;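 also: potency is read from the fitted curve at half-maximal effect; 100% = response of the positive control SU9516; nearly all actives have a fitted effect of over 60% in size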
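alpha7betagal+/- myoblasts (passage 13, 250/well) treated 48 h at 37C with compounds at 1:260 dilution of DMSO stock. Lysed, then beta-galactosidase activity read as FDG fluorescence (ex 480/em 540) after 30 min, with pre-read for autofluorescence.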
TSG101-PTAP inh = qHTS Assay for Iinhibitors of HIV-1 Budding by Blocking the Interaction of PTAP/TSG101 | Tumor susceptibility gene 101 protein (Homo sapiens), Q99816 | Fluorescence polarization, FITC-PTAP peptide / Tsg101 binding | Potency, µM (titrated, usually from 115 µM), without a hit: at the highest dose activity change, negative = inhibition, most hits filed as inhibitors | 340,000 tested, under 10 active | AID 493005, 2010; active = well fitted inhibition curve with a large enough effect in the main read-out, with a control signal flat, not every such curve was filed as active; inconclusive = small, poorly fitted or top-dose-only effect, or effect the other way, or a change in a side signal; inactive = no such curve, though single readings can be large or run the other way; also: potency is read from the fitted curve at half-maximal effect; % of control where 0% means no effect
Target sequence (Q99816 whole entry, looked up): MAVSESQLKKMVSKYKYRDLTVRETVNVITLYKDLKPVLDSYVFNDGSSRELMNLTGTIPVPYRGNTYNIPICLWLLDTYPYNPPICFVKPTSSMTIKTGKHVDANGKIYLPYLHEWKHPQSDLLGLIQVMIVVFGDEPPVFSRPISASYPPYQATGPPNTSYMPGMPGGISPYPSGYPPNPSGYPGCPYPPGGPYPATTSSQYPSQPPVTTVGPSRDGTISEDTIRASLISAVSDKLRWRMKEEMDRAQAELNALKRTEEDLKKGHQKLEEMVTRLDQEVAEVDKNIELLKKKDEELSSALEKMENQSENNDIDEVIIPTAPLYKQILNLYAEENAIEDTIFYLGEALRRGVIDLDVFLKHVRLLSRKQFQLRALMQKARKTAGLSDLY
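Tsg101 binding domain (10 uM final) was mixed with compound and a FITC-labeled PTAP peptide (50 nM final) in HEPES pH 7.5 buffer with NaCl, Tween 20, EDTA and TCEP; fluorescence polarization was read after 20 min at r.t.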
ELG1 DNA repair = qHTS screen for small molecules that inhibit ELG1-dependent DNA repair in human embryonic kidney (HEK293T) cells expressing luciferase-tagged ELG1; actives 2.3% (n = 330,000); HEK293T ELG1-luciferase reporter, luminescence, 16 h; DNA damage induced by 5-fluorouridine; Potency, µM (titrated, usually from 46.1 µM), inactives show top-dose activity change, negative = inhibition, actives largely listed as inhibitors; also: potency is read from the fitted curve at half-maximal effect; % is scaled to controls: 0 for no effect and ±100 for the full control effect; nearly all actives have a fitted effect of over 55% in size
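DMSO vehicle served as the neutral condition. Each well held 2,000 cells given 5-fluorouridine plus compound; after 16 hr at 37 °C/5% CO2, ONE-Glo was added and luciferase measured 30 min later.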
BRCA1 expr up = qHTS Assay to Identify Small Molecule Activators of BRCA1 Expression. actives 1.1% (n = 380,000). Potency, µM (series often up to 46.1 µM), for the others: at the top dose activation, usual class: activators. AID 624202, 2012. MCF7-BRCA1-FFLuc reporter, luminescence, 48 h; response scale: scaled: vehicle 0%, 10 µM genistein 100%; also: potency is read from the fitted curve at half-maximal effect; nearly all actives have a fitted effect of over 80% in size; some results filed as inactive show a strong effect at the top dose
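Luminescence from a BRCA1-driven firefly luciferase in MCF7 cells was read after 48 h compound exposure at 37 C. Data normalized against DMSO and a 10microM genistein activation control, then curve-fitted across the titration.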
MLL CXXC-DNA inh = qHTS Fluorescence Polarization Assay for Inhibitors of MLL CXXC domain - DNA interaction | Histone-lysine N-methyltransferase 2A (Homo sapiens), Q03164 | MLL-CXXC / FITC-HOXA9 DNA fluorescence polarization | Potency, µM (series often up to 115 µM), for inactives: top-dose activity change, negative = inhibition, actives largely listed as inhibitors | actives 0.037% (n = 290,000); active = well fitted inhibition curve with a large enough effect in the polarisation, with a control signal flat, not every such curve was filed as active; inconclusive = small, poorly fitted or top-dose-only effect, or effect the other way, or a change in a side signal; inactive = no such curve, though single readings can be large or run the other way; the % refers to the polarisation; also: potency is read from the fitted curve at half-maximal effect
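Purified MLL-CXXC (added from a 7 uM solution) was preincubated 5 min at ambient with pinned compounds in 50 mM Tris-HCl pH 7.5, 50 mM NaCl, 1 mM DTT, 0.05% BSA. Fluorescein-labeled HOX-A9 DNA (50 nM solution) followed, 30 min, then polarization read.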
A-T KAP1 phos = qHTS Assay for Identifying a Potential Treatment of Ataxia-Telangiectasia; […] A-T fibroblasts, KAP-1 phosphorylation AlphaLISA; neocarzinostatin DNA damage 30 min before lysis; Potency, µM (top dose mostly 57.5 µM), for the others: at the highest dose activation, most hits filed as activators; actives 0.19% (n = 320,000); also: potency is read from the fitted curve at half-maximal effect; % of control where 0% means no effect; nearly all actives have a fitted effect of over 45% in size
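ATM-like activity read as KAP-1 phosphorylation via AlphaLISA donor/acceptor antibody pairs after lysis and 6 hr at 25C. Cells were ATM-null patient fibroblasts ([…], hTERT), dosed 60 min, then exposed to the DSB inducer NCS for 30 min.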
The depositor's hits bear a star; u = inconclusive; x = no result given; [ ] = another dose, or the depositor's remark. Unless noted, calls follow the shape of the dose curve; as a rule, active = well fitted curve in the direction sought with a large enough effect; inconclusive = small, poorly fitted or top-dose-only effect, or another doubt; inactive = no such curve, though single readings can be large; an effect the other way counts as inactive or inconclusive. Rows were taken by chance; 3.8% or so of the library scored in one or more.

SMILES | B2AR arrestin | TCR act | TRPV1 ag | p53 reactivation | Integrin act MD | TSG101-PTAP inh | ELG1 DNA repair | BRCA1 expr up | MLL CXXC-DNA inh | A-T KAP1 phos
COc1cc(OC)c(C2N(c3cc(C)on3)C(=O)C3CCCN32)cc1OC (configuration not stated) | -0.1% | -14% | -2 | 3% | u | 5% | -13% | 6% | 6% | -5%
Cc1cc(C)n(-c2ccc(NC(=O)C3CCN(Cc4ccccn4)CC3)cc2)n1 | 0.2% | -3% | -10 | -5% | 0% | -12% | 21% | -4% | -4% | 0%
CC(C)[C@H](NC(=O)c1ccccc1)C(=O)OCC(=O)N1CC(=O)Nc2ccccc21 | -0.4% | -4%[46.1 µM] | -4 | -2% | 18% | 0% | 0% | -8% | -2% | -4%
Cc1ccc2cc(C#N)c(NCCCNC(=O)C3CCCO3)nc2c1 (configuration not stated) | -0.1% | -5% | 14 | -18% | -7% | -10% | u | 10% | -4% | -1%
Cn1c(NC(=O)c2ccc(Cl)cc2)c(-c2ccccn2)c(=O)c2ccccc21 | 0.1% | x | -4 | 4% | -5% | 1% | -6% | 4% | 29% | -6%
COc1cc(C(=O)NNC(=O)CCOc2ccccc2)cc(OC)c1OC | -0.4% | 0%[46.1 µM] | x | -3% | 13% | 0% | -8% | -2% | x | 1%
O=C(Nc1ccnn1C1CCN(C(=O)c2ccc(F)cc2)CC1)C1CCOC1 (configuration not stated) | 0.0% | -12% | -5 | -3% | 7% | x | 16% | -3% | -3% | 3%
Cc1cc(Br)ccc1NC(=O)C1C2CCC(O2)C1C(=O)O (configuration not stated) | 1.0% | 0% | -1 | 13% | -13% | -5% | 18% | -1% | 18% | 3%
COc1cccc(C2C3=C(N=c4s/c(=C\c5cccc(O)c5)c(=O)n42)c2ccccc2CC3)c1OC (configuration not stated) | -0.2% | -3%[46.1 µM] | 18 | 14% | -1% | 2% | u | -84% | 23% | 2%
O=C(Nc1nnc(SCc2ccc(F)cc2)s1)c1ccco1 | 0.0% | -2% | 2 | 9% | 18% | 0% | 18% | 38% | -7% | -5%
CCOC(=O)C1CCN(C(=O)CN(c2ccc(OC)c(OC)c2)S(=O)(=O)c2ccccc2)CC1 | 0.1% | -1% | 0 | 1% | -21% | -3% | -3% | -28% | 1% | -5%
Cc1ccc(CSCC(=O)Nc2ccccc2C(=O)O)cc1 | 0.2% | x | -2 | u | -33% | -2% | u | u | -10% | 2%
OCCC1CCCCN1CC(O)COCc1ccc(Cl)cc1 (configuration not stated) | 0.0% | 0% | -2 | 1% | 19% | -2% | 20% | -25% | 1% | -2%
O=C1OCc2cc(NC(=O)C3CCCCC3)ccc21 | -0.1% | 0% | 28 | 11% | -10% | -7% | u | 34% | 4% | 0%
COc1ccc(CCc2nnc(CCC(=O)N(C)Cc3ccnc4ccccc34)o2)cc1 | -0.1% | -3% | 0 | 5% | 0% | -1% | u | -1% | 3% | 10%
CC(=O)c1cccc(NC(=O)c2cc(C)no2)c1 | -0.6% | 3%[46.1 µM] | 2 | 21% | 8% | -6% | 7% | 1% | -9% | 3%
CC(C)(C)c1cc(OC(=O)c2ccncc2)ccc1O | 0.3% | -3%[46.1 µM] | 1 | 19% | -45% | 0% | -15% | -6% | -3% | 4%
CCOc1ccc(NC(C(=O)Nc2cccc(C(C)=O)c2)c2ccccc2)cc1 (configuration not stated) | -0.7% | 0%[46.1 µM] | 10 | 6% | 7% | -8% | -19% | -3% | 16% | -4%
CC(=O)COC(=O)C1CCN(S(=O)(=O)c2cc([N+](=O)[O-])ccc2Cl)CC1 | -0.1% | 8% | 0 | 5% | -36% | -3% | 26% | -34% | -13% | -7%
Cc1ccc(CCNC(=O)c2ccc(CS(=O)(=O)Cc3ccc(F)cc3)o2)cc1 | -0.1% | 4% | u | 0% | u | 3% | 17% | -6% | 8% | -2%
C#CCOCCOCCOCCNc1nc(N2CCN(C(=O)[C@H](CCCN=C(N)N)n3cc(C(N)[C@@H](C)CC)nn3)CC2)nc(N2CCN(C(=O)[C@H](CC(N)=O)n3cc([C@@H](N)CC(N)=O)nn3)CC2)n1 (some centres not stated) | -0.1% | 4% | x | 2% | 1% | -2% | u | -7% | x | -7%
COc1cccc2sc(NN)nc12 | -0.1% | 6% | 5 | 1% | -33% | -1% | -1% | -3% | -1% | -2%
CSc1ccc(S(=O)(=O)Nc2ccc3c(c2)NC(=O)CC3)cc1 | -0.1% | -3% | 0 | -6% | -24% | 0% | 8.2µM* | -32% | 8% | 4%
COc1ccc(N(C(C)C(=O)Nc2ccc(S(=O)(=O)N3CCOCC3)cc2)S(C)(=O)=O)cc1 (configuration not stated) | -0.4% | -2% | 0 | -1% | 19% | 0% | 2% | -1% | 4% | 4%
O=C(Nc1cccnc1)c1ccc(-c2cc(Cl)ccc2Cl)o1 | -1.2% | -5% | u | 1% | -2% | 0% | u | 0% | 11% | 2%
COc1ccc(S(=O)(=O)N2CCN(C(=O)[C@H](Cc3ccccc3)NC(=O)c3ccco3)CC2)cc1 | 0.1% | 1% | 8 | -13% | 3% | 1% | 1% | -13% | x | -3%
CCOC(=O)c1ccc(-c2ccc(/C=N/NC(=O)CN(c3cccc(C)c3)S(C)(=O)=O)o2)cc1 | -0.4% | -14%[46.1 µM] | -11 | 4% | 1% | -2% | u | 1% | u | -6%
CC(C)(O[C@@H]1O[C@H](CO)[C@@H](O)[C@H](O)[C@H]1O)[C@@H]1CC=C(C(=O)O)CC1 | 0.1% | -2% | 2 | -12% | 15% | -4% | 12% | -6% | x | 3%
O=c1[nH]c(N2CCc3ccccc32)nc2c1CCCC2 | -0.4% | 2% | 4 | 7% | -28% | -3% | -1% | -29% | -5% | x
O=C(CN1C(=O)c2ccccc2S1(=O)=O)Nc1ccccc1 | 0.0% | 8% | -4 | 0% | 27% | -6% | 20% | 0% | 6% | -3%
COc1ccc(NC(=O)CSc2nnc(C3CC3)n2C)cc1S(=O)(=O)N1CCCCC1 | 0.3% | -7% | 2 | 10% | -17% | -1% | 6% | -7% | x | 8%
CCN1CCN(c2ccc(NC(=O)c3cccc(F)c3)cc2Cl)CC1 | 0.4% | -2% | 2 | 10% | -65%[inhibitor] | 0% | u | u | -1% | 1%[11.5 µM]
Cc1cc(C)c(NC(=O)/C=C\C(=O)O)c([N+](=O)[O-])c1 | -0.4% | 9% | -1 | -2% | 21% | 1% | -6% | -3% | 4% | 0%
Cc1cc(OCC(=O)Nc2ccc3c(c2)OCCO3)ccc1Cl | 0.1% | x | -2 | u | -3%[7.66 µM] | -4% | u | -8% | 4% | 8%
COc1ccc(OC)c(/C=C2/Sc3ccccc3C2=O)c1 | 0.1% | 6% | u | 13% | 4% | u | 25% | -35% | 43%[activator] | 1%[11.5 µM]
COc1ccccc1-c1cc(C(=O)NCc2ccccc2)no1 | -0.3% | -2% | u | 3% | 5% | -10% | 2% | 7% | -9% | 9%
COc1ccc(NC2CCCN(C(=O)CCCn3cncn3)C2)cc1OC (configuration not stated) | 0.2% | -6% | 18 | 2% | -14% | -4% | -1% | 14% | 0% | -9%
Cc1ccc(C)c(NC(=S)N2CCC(NC(=O)C3CCCCC3)CC2)c1 | -0.6% | -1% | 1 | 2% | -7% | 1% | 6% | -26% | 1% | 0%
COc1ccc(CNC(=O)C2CCC(CNc3c(N4CCC(C)CC4)c(=O)c3=O)CC2)cc1 (configuration not stated) | 0.3% | -2% | 14 | -4% | 10% | 2% | u | -16% | -9% | 11%
CN(C(=O)c1ccc(NC(=O)Cc2cccc(NC(=O)C3CCN(C(=O)C4CCC4)CC3)c2)cc1)C1CCCC1 | 0.5% | -1% | -5 | 3% | 23% | x | -20% | 2% | x | 2%
COc1ccc(NS(=O)(=O)c2ccc(O)c(NC(=O)c3cc4c(C)nn(-c5ccc(F)cc5)c4s3)c2)cc1 | -0.8% | -3%[46.1 µM] | -1 | -25% | -2% | -4% | -22% | -76% | 8% | 3%

Assay outcomes from PubChem BioAssay.
